ABCB6 inh MLPCN: inhibitors of human ABC transporter ABCB6 | Q9NP58 | K562-ABCB6 porphyrin accumulation, flow cytometry, 1 h; hits give low values | fluorescence ratio to DMSO, % at 10 µM | 360,000 tested, 0.19% active | AID 602162;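 active = fluorescence ratio to DMSO below 75%, the collection mean minus 3 SD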;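 note: signal is porphyrin accumulated inside mitochondria; 100% equals median channel fluorescence of DMSO control wells; lower ratio means ABCB6 inhibition with less porphyrin fluorescence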
aDG glyco up: alpha-DG glycosylation activation; Pro5-aDG cells, alpha-DG glycosylation AlphaScreen (IIH6); 0% Pro5, 100% B10-LARGE cell signal; activation, % at 10 µM; 360,000 tested, 0.22% active; AID 624168;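 active = activation of at least 8% versus controls, or a plate z-score of at least 8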;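 note: Pro5 are CHO cells carrying HIG-tagged alpha-DG that lacks glycosylation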
ABHD5 PLIN5 PPI: inhibitors of human ABHD5-perilipin-5 interaction. inhibition, % at 4 µM. Split G. princeps luciferase complementation, luminescence, 4 h. 360,000 tested, 0.78% active. AID 602281. Q00G26+Q8WTS1;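 active = inhibition above the mean inhibition across every tested compound plus 3 SD, cut at about 22% in these data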;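 note: 0% = DMSO only wells and the 100% control is not disclosed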
Target sequence (Q00G26 whole entry, looked up): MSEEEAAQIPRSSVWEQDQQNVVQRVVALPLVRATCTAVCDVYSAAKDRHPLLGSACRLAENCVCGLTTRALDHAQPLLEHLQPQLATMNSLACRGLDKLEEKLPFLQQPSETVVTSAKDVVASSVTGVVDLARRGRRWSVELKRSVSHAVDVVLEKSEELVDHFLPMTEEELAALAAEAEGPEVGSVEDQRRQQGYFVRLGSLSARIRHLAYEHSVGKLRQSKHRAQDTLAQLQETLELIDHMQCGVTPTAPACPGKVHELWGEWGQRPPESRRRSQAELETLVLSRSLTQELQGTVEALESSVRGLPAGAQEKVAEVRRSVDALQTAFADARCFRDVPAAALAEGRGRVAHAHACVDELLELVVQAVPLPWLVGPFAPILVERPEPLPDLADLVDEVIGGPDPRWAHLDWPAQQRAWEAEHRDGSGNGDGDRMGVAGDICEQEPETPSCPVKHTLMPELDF
Target sequence (Q8WTS1 whole entry, looked up): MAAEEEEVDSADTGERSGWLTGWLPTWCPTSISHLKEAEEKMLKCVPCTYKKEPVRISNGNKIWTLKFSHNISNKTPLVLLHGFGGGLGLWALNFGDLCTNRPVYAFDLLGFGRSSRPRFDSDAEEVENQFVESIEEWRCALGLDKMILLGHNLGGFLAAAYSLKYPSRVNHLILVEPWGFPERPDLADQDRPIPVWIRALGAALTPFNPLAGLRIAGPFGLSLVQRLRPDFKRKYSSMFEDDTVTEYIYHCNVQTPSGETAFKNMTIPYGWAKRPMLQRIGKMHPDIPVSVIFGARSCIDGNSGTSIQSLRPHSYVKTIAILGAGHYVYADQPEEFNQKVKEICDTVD
hiPSC survival: hiPSC single-cell survival enhancement; ATPlite luminescence; 100% = ROCK inhibitor wells, 0% = DMSO; survival enhancement, % at 20 µM; 360,000 tested, 0.044% active; in the data active = survival enhancement above about 18%;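 note: cells exposed to compounds for 16 hours before the ATP read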
Glyco luc inh: blocks N-linked glycosylation in D54 reporter cells; D54 ERlucT glycosylation luciferase reporter, 24 h; percent of 100 nM tunicamycin response; reporter increase, % at 12.5 µM; 360,000 tested, 0.23% active;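 active = mean luciferase reporter signal, scaled so untreated is 0 and the glycosylation-blocking control 100, at or above a set limit in every replicate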;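 note: luciferase carries N-glycosylation sites so blocking glycosylation raises the light; 0% = median of neutral control wells and 100% = median of 100 nM tunicamycin wells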
Exocytosis inh: lytic granule exocytosis inhibition | TALL-104 LAMP-1 surface exposure, flow cytometry; cells stimulated with thapsigargin and PMA | inhibition, % at 10 µM | 360,000 tested, 0.66% active | AID 651702;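 active = inhibition above about 55%, limit read from the data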
Cardio protect: modulators protecting cardiomyocytes from myocardial damage; H9c2 cardiomyocytes, H2O2 injury protection, ATPLite, 2 h; 360,000 tested, 0.63% active; protection from H2O2 cell death, % at 20 µM;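 active = compounds giving at least 50% protection of heart cells from peroxide-induced death in the single-dose screen, raw or plate-pattern-corrected value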;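 note: 0% = DMSO wells with peroxide and 100% = DMSO wells without peroxide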
m5-HT2A agonist: mouse HTR2A agonism via beta-arrestin recruitment. P35363. CHO-K1 mHTR2A beta-arrestin complementation, luminescence; percent of 30 µM serotonin response. activation, % at 7.6 µM. 360,000 tested, 0.66% active;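 active = activation above a run cutoff, the mean activation of all tested compounds plus 3 SD, cut at about 14% in these data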;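 note: 0% = plate median of compound wells and 100% = 30 µM serotonin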
MC4R antagonist: blocks human MC4R cAMP signaling. 360,000 tested, 0.48% active. MC4R-expressing cells, MTII-stimulated cAMP, LANCE TR-FRET. AID 540295. inhibition, % at 6.5 µM. P32245;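 active = inhibition above its plate's cutoff, the mean of tested wells on that plate plus 3 SD, cut at about 29% in these data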;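 note: 0% = Melanotan II alone and 100% = Melanotan II plus saturating MCL0020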
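Assay system: U2OS cells stably expressing human melanocortin 4 receptor (MC4R) / Dosing: 6.5 µM / Timing: compound 30 min, challenge 1 h, detection 1 h / Measured by: Eu-cAMP/anti-cAMP TR-FRET, emission 671 nm / Replicates: singlicate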
MC4R ag barr: human MC4R agonism via beta-arrestin. P32245. U2OS MC4R beta-arrestin complementation, luminescence; percent of melanotan II response, DMSO zero. activation, % at 8.9 µM. 360,000 tested, 0.98% active. AID 540308;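 active = activation above a per-plate cutoff, the mean activation of sample wells on that plate plus 3 SD, cut at about 8% in these data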
Numbers without * were called inactive; x = no result given. Outcome played no part in choosing rows; 4.5% or so of the library scored in one or more.

SMILES	ABCB6 inh MLPCN	aDG glyco up	ABHD5 PLIN5 PPI	hiPSC survival	Glyco luc inh	Exocytosis inh	Cardio protect	m5-HT2A agonist	MC4R antagonist	MC4R ag barr
COc1ccc(CCNC2CC(=O)N(C3CCCCC3)C2=O)cc1OC (stereo not drawn)	96	0.0	-7	-0.1	0	-3	-2	2	12	-1.0
O=C(Nc1cccc(C(=O)N2CCCC2)c1)c1ccccc1	96	0.7	-1	2.3	-3	1	7	4	15	0.2
Cc1ccc(-c2nc3cc(NC(=O)C(C)C)ccc3o2)cc1	94	0.1	0	-1.7	-9	-3	-17	-3	-1	0.3
Nc1nnc(SCC(=O)OCc2ccc(Cl)c(Cl)c2)s1	102	0.0	4	-0.9	2	-2	2	1	2	-0.6
Nc1ncnc2c1ncn2[C@@H]1O[C@H](C(=O)NS(=O)(=O)c2cccs2)[C@@H](O)[C@H]1O	101	-0.2	0	-1.4	0	3	0	5	x	x
COc1ccc(C(=O)Nc2nc(-c3cccs3)c(NC(C)=O)s2)cc1	91	-0.3	-2	-3.2	9	0	-1	5	-5	-0.5
CCOC(=O)C1(Cc2ccc(OC)cc2)CCN(C(=O)c2cccc3nccnc23)CC1	101	0.1	-2	-2.1	0	-10	2	0	3	0.0
CCOC(=O)C1(Cc2ccccc2C)CCCN(C(=O)c2ccc(OC)o2)C1 (stereo not drawn)	95	1.2	1	-0.4	-1	20	0	5	5	-3.0
O=C(OC(c1ccccc1)c1nccc2ccccc12)c1cc([N+](=O)[O-])cc([N+](=O)[O-])c1 (stereo not drawn)	94	0.3	-1	-1.5	2	16	-5	-1	8	-2.8
O=C(CN1CCc2ccccc2C1)Nc1ccc(OC(F)(F)F)cc1	90	0.2	-10	-0.6	-2	-5	-4	-4	15	4.4
O=C(CCNc1cc(Cl)cc(Cl)c1)c1ccco1	93	-0.1	-1	-1.3	-2	-3	3	-4	1	-1.2
O=C(Cc1ccccc1F)Nc1ccc(S(=O)(=O)N2CCCC2)cc1	101	0.1	-9	0.9	-2	-3	6	-6	-2	-2.0
NN/C(=C\[N+](=O)[O-])Nc1ccccc1	102	0.1	-1	-1.9	1	-2	-2	-1	13	-2.0
COC(=O)C(=Cc1ccc(-c2ccsc2C(=O)OC)o1)C(=O)OC	101	0.3	23*	1.3	35*	52	6	-2	6	0.7
COc1nnc(-c2ccc(C)c(S(=O)(=O)NC(C)(C)CO)c2)c2ccccc12	99	0.2	-4	0.4	1	-10	4	-2	-3	0.0

Fetched by structure from the list above (two):
SMILES	ABCB6 inh MLPCN	aDG glyco up	ABHD5 PLIN5 PPI	hiPSC survival	Glyco luc inh	Exocytosis inh	Cardio protect	m5-HT2A agonist	MC4R antagonist	MC4R ag barr
O=C(CN1CCc2ccccc2C1)Nc1ccc(OC(F)(F)F)cc1	90	0.2	-10	-0.6	-2	-5	-4	-4	15	4.4
COC(=O)C(=Cc1ccc(-c2ccsc2C(=O)OC)o1)C(=O)OC	101	0.3	23*	1.3	35*	52	6	-2	6	0.7

Other results follow:
SMILES	ABCB6 inh MLPCN	aDG glyco up	ABHD5 PLIN5 PPI	hiPSC survival	Glyco luc inh	Exocytosis inh	Cardio protect	m5-HT2A agonist	MC4R antagonist	MC4R ag barr
CCN(CC(=O)NCc1ccc(F)cc1)C(=O)COc1ccc(C)c(C)c1	100	0.8	-4	-2.4	0	-5	-4	-3	5	-2.1
O=C(NCc1ccccc1Br)C1CCCO1 (stereo not drawn)	97	-0.4	1	-0.1	1	5	2	1	-1	-1.1
CN(C)c1nc(SCC(=O)Nc2ccccc2)nc(N2CCOCC2)n1	95	0.1	0	-0.7	-2	1	-6	2	6	-1.8
Cc1ccc(C(=O)OCC(=O)Nc2ccccc2)cc1NC(=O)c1ccco1	102	-0.3	6	0.6	-1	-2	5	2	2	-1.2
COc1cc2sc(C)nc2c2sccc12	97	0.4	0	-1.7	-1	2	2	3	0	1.9
COC(=O)CN1C(=O)N(c2ccccc2)C(N(O)C(=O)Nc2ccccc2)C1(C)C (stereo not drawn)	95	-0.3	1	-2.3	1	-1	5	3	3	-0.4
CCOC(=O)c1ccccc1NC(=O)c1cn(-c2ccc(OC)cc2)c(=O)c2ccccc12	95	-0.3	-4	2.0	-5	0	18	1	7	3.8
Cc1c(C(=O)O)sc(S(=O)(=O)N2CCN(C(=O)Cc3ccc(F)cc3)CC2)c1C(=O)O	97	-0.3	7	-0.5	1	-5	1	0	-2	-1.2
COc1ccccc1NC(=O)CSc1nncn1N	99	0.0	4	-0.4	1	8	0	11	-8	1.8
O=C(CN1C(=O)NC2(CCCC2)C1=O)N1CCN(S(=O)(=O)c2ccc(Cl)cc2)CC1	97	-0.3	-1	2.3	0	0	-1	-2	26	-1.1
Cc1ccccc1OCCC(=O)OCC(=O)NCCc1ccccc1	93	0.4	4	0.5	1	0	5	6	-3	-1.3
Cc1cc(C)c(S(=O)(=O)Nc2ccccc2)c(C)c1	101	0.7	0	0.4	-1	7	-4	-4	0	-2.0
CCCCC1CC2=C(C(=O)OC(C)(C)O2)C(c2ccc3ccccc3c2)O1 (stereo not drawn)	99	1.7	-14	-0.3	-2	-3	-5	3	x	x
O=C(COC(=O)CSc1nnc(-c2ccc(Cl)cc2)o1)NCc1ccc2c(c1)OCO2	102	-0.1	-2	-1.6	0	-6	-6	1	8	-1.0
Cc1n[nH]c(=O)nc1Nc1ccc(O)cc1	97	0.0	2	0.2	1	5	1	2	8	-0.7
O=C(O)c1ccc(N/C(=N\S(=O)(=O)c2ccc(Cl)cc2)c2ccccc2)cc1	102	-0.1	7	-0.2	1	5	0	0	2	-2.1
CCn1cc(C(=O)N2CCN(c3ccccn3)CC2)c(=O)c2cc(S(=O)(=O)N(C)C3CCCCC3)ccc21	95	2.9	4	-0.8	-2	0	18	3	6	-3.5
CCOC(=O)CCc1c(C)c2ccc(O)cc2oc1=O	103	-0.2	-3	-1.3	3	-2	1	-2	4	-1.4
COC(=O)c1ccc(CSC2=NC[C@@H]3[C@@H]4C(=O)N(C)C(=O)[C@@H]4[C@](Cc4ccccc4)(C(=O)OC)N23)cc1	101	1.3	-3	-1.7	1	-1	0	1	4	-0.4
Brc1cccc2sc(N3CCN(c4ccccc4)CC3)nc12	94	-0.1	-8	-0.3	-3	12	-7	-4	2	-0.5
CCOC(=O)C(NCc1ccc(OC)cc1)(NC(C)=O)C(F)(F)F (stereo not drawn)	100	-0.1	-1	-0.9	2	2	7	0	15	-1.8
O=C1CC(Cc2ccc(Br)cc2)C(=O)N1c1ccccc1 (stereo not drawn)	104	-0.1	-6	-0.7	0	-2	12	6	-2	0.7
O=C(NC1CCCCC1)c1ccc([N+](=O)[O-])cc1	107	0.1	1	-0.2	-2	2	-1	-5	5	-1.8
COc1cccc(N2CCN(C(=O)CCCCCNc3nc(=S)[nH]c4ccccc34)CC2)c1	102	0.0	0	0.0	3	2	-4	-3	10	-0.8
CCCSCCCNC(=O)Cn1cc2c(n1)CCC(C)C2 (stereo not drawn)	99	0.0	4	2.4	-1	8	9	-1	3	-0.4
Cn1ccnc1C(O)(c1ccccc1)c1ccccc1	100	-0.1	7	-0.8	-1	-3	2	5	-6	-0.9
O=C(NCC1CCCO1)C1CCN(S(=O)(=O)c2ccccc2)CC1 (stereo not drawn)	93	0.1	2	0.5	1	0	-2	6	-7	2.0
O=C1c2ccccc2C(Nc2ccc3c(c2)OCCO3)N1Cc1ccccc1 (stereo not drawn)	98	0.0	-6	2.3	-2	-4	-17	-6	-1	-0.8
COc1cc(N2CCCC2)ccc1C=O	95	0.2	4	-0.3	0	4	2	2	-6	-1.2
O=C(NCN1C(=O)C2C3C=CC(C3)C2C1=O)Nc1ccccn1 (stereo not drawn)	100	0.3	0	1.7	0	-2	-1	12	0	-0.2
CCCn1c(N)nc2ccccc21	94	0.0	6	0.7	1	4	0	4	3	0.3
COc1ccc(-n2nc3c(c2NC(=O)COc2ccccc2OC)CS(=O)(=O)C3)cc1	98	-0.1	6	3.0	-1	1	11	8	13	0.3
Cc1ccccc1N1C(=O)C2CCCN2C1=S (stereo not drawn)	102	-0.2	-5	1.3	0	3	13	3	5	-1.0
CCC(=O)c1ccc(N2CCN(C(=O)c3ccc(F)cc3)CC2)c(F)c1	95	1.0	-4	1.3	-3	4	-21	2	15	-0.6
CCOC(=O)/C(C#N)=C1/C=CN(Cc2ccccc2)C=N1	102	0.2	2	0.9	2	8	1	0	-1	0.1
C/C=C/C(=O)OCC(=O)Nc1ccc(OC)c(Cl)c1	97	0.2	5	-0.7	-1	8	0	6	12	-0.5
Cc1cc(C(=O)N/N=C/c2c[nH]c3ccccc23)c(C)o1	101	0.2	6	0.5	1	-6	-10	-1	1	-0.2
Cc1cccc2c1cnn2C(=O)CCC(=O)N1CCC(C)CC1	96	0.1	3	-1.0	2	2	13	2	-3	-0.9
Cc1cc(-c2ccc(Cl)cc2Cl)c(C#N)c(=O)[nH]1	96	-0.1	0	-0.1	1	-12	-9	-3	14	-0.5
O=C(COc1ccc2ccccc2c1)Nc1ccc(Br)cc1C(=O)O	95	0.1	-6	0.6	2	16	-3	2	11	-2.4
COc1ccc(Cl)cc1NC(=O)CSc1nnc(C2CC2)n1C	96	0.1	-4	-0.3	3	-4	1	3	2	-2.0
CC1(C(=O)Nc2ccc(Cl)c(Cl)c2)CCN1C(=O)CCC1CCCC1 (stereo not drawn)	96	-0.1	-6	-0.7	1	2	-8	1	3	1.2
Cc1ccc(-n2nc3ccc(N)cc3n2)cc1Cl	103	0.4	-8	-0.4	-5	-14	-19	5	-2	1.0
NC(=O)CC[C@H](NC(=O)c1ccc(F)cc1)C(=O)N1CCN(Cc2ccc3c(c2)OCO3)CC1	97	0.3	-4	-0.2	2	-18	-1	-3	-2	-0.8
O=C(CCC(=O)OCC(=O)c1ccccc1)Nc1cccc(Cl)c1	101	-0.1	3	-1.1	3	-1	3	-2	-4	0.3
CCc1ccccc1NC(=O)CNC(=O)CNC(=O)Cc1ccccc1	96	-0.1	-5	-0.4	0	-1	-3	1	-4	-0.8
O=C(O)c1ccc(NS(=O)(=O)c2ccc3c(c2)OCCCO3)cc1	104	0.2	-3	0.2	0	6	-6	-3	-6	0.6
CC(=O)OCC1=C(C(=O)O)N2C(=O)C(NC(=O)c3ccc(F)cc3)C2SC1 (stereo not drawn)	99	-0.5	30*	-1.2	0	2	-1	-3	4	-2.8
CCOc1ncccc1C(=O)Nc1cc2c(cc1Br)OCCO2	98	0.1	1	-0.5	41*	2	8	1	1	0.7
Cc1ccc(CS(=O)(=O)CCC(=O)NCc2ccccc2Cl)cc1	98	-0.5	-2	-0.2	-1	-10	-1	4	4	0.1
COc1ccc(CNc2cc(C)ccn2)cc1	99	-0.1	0	-0.3	-4	-2	0	-2	1	0.2
COC(=O)c1ccc(C)c(NC(=O)CCc2ccc(OC)cc2)c1	101	0.5	-3	-2.4	-1	-2	16	-2	7	-0.8
Cc1ccc(SCn2nnc3ccccc3c2=O)c(C)c1	93	0.3	1	-0.5	-2	-4	-4	25*	1	1.7
CCC1(CC)NC(=O)N(CC(=O)Nc2sc3c(c2C(N)=O)CCC3)C1=O	99	0.1	8	6.1	0	-3	16	10	-9	0.7
CCCCc1ccc(NS(=O)(=O)c2c(C)n(C)c(=O)n(C)c2=O)cc1	99	0.0	4	-2.2	0	-4	-13	-3	12	0.0

Source: PubChem
